MDM2 E3 inh: blocks human Mdm2 ubiquitin ligase activity. Q00987. cell-based MDM2 ubiquitination luciferase reporter, 2 h; 0 = plate control, 100 = twice control, blank-subtracted. signal enhancement, % at 5 µM. hit rate 0.11% among 210,000. AID 1230;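 active means signal enhancement of 30% or more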;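 further: luminescence tracks abundance of the self-degrading MDM2-luciferase fusion protein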
Target sequence (Q00987 whole entry, looked up, the tested form may be a part): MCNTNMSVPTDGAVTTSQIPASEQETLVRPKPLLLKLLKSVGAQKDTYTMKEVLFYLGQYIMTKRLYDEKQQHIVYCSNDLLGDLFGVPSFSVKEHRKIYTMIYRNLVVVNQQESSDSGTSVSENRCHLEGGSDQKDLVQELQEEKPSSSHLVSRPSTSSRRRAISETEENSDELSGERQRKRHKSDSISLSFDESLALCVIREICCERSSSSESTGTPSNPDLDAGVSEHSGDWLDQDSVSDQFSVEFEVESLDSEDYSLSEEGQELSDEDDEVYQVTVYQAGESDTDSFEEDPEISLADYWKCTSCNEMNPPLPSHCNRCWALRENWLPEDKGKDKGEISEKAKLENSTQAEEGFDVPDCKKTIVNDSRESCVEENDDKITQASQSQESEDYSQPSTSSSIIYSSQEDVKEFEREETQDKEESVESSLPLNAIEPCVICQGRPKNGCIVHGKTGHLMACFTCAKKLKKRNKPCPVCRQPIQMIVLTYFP
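Material: Stable MDM2–luciferase fusion reporter cells | Amount: 2000 cells seeded into each well | Dosing: One concentration, 5 µM, with 0.2% DMSO | Incubation: 4 h cell settling then 2 h compound exposure, 37 °C | Measured by: Luciferase luminescence | Read-out basis: % enhancement relative to plate controls after blank subtraction | Benchmarks: Control and blank well means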
p47phox inh: p47phox (human) inhibition; p47phox/p22phox peptide binding, fluorescence polarization, 2 h; hit rate 0.53% among 220,000; P14598; inhibition, % at 24.7 µM;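 active means inhibition above about 30%, limit read from the data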;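 further: 0% = p47phox with labelled peptide and 100% = labelled peptide alone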
Target sequence (P14598 whole entry, looked up): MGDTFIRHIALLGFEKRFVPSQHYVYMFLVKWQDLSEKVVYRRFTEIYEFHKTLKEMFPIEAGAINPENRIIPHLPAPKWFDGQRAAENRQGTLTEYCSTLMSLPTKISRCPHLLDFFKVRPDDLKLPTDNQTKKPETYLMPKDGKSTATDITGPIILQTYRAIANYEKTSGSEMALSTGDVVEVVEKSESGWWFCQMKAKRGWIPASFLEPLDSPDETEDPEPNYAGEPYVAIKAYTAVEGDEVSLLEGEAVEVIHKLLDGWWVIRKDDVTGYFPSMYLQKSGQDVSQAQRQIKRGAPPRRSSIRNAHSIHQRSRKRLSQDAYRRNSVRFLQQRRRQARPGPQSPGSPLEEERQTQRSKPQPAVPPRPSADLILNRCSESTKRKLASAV
EBV gp42 block: blocks Epstein-Barr virus glycoprotein 42 binding | hit rate 0.42% among 220,000 | Fluorescence polarization binding assay, mP read-out | inhibition, % (tested at 21.74 µM); in the data active means inhibition above about 50%
Target sequence (Q1HVG2 whole entry, looked up): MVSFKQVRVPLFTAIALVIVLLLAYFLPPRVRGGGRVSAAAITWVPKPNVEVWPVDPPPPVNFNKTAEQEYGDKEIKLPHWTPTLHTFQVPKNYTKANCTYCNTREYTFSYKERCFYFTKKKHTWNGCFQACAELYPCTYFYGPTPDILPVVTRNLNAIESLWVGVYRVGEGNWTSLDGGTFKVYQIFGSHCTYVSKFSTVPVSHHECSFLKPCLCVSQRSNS
Runt-SMMHC FRET: inhibitors of human RUNX1 Runt domain binding to CBFb-SMMHC; Q01196+Q13951; Cerulean-Runt/Venus-CBFb-SMMHC FRET ratio 530/480, 1 h; inhibition, % at 20 µM; hit rate 0.74% among 220,000;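 active means mean inhibition across duplicate retests at 20 µM reaching about 50%, limit read from the data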;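 further: 0% = DMSO wells and 100% = wells with excess untagged CBFb-SMMHC; inhibitors lower the FRET ratio by blocking Runt binding to CBFb-SMMHC; some results filed as inactive read as strong as hits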
PPC-1+TRAIL kill: PPC-1 cancer cell killing with TRAIL present; cell killing (% activity), % at 4 µM; PPC-1 cells + TRAIL, ATPLite viability luminescence; hit rate 0.41% among 220,000;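 active means cell killing above 50% in the first pass at 4 µM, then a duplicate retest at 5 µM averaging 50% or more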;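 further: plate controls were cells with TRAIL plus DMSO for no effect and medium-only wells lacking cells for full effect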
TRPML3 ag: agonists of human TRPML3 channel; Q8TDD5; HEK293 TRPML3-YFP, Fluo-8 calcium fluorescence; 100% = the carbachol control signal; activation, % at 3 µM; hit rate 0.29% among 220,000; AID 1448;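 active means activation above its plate's cutoff, the mean activation of the plate's test wells plus 3 SD, cut at about 12% in these data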;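 further: 0% = DMSO only wells and 100% = carbachol wells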
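Material: TRPML3-YFP stable HEK293 cells | Dosing: One concentration, 3 µM nominal, 0.3% DMSO | Timing: 125 s total fluorescence read per well | Technique: Fluo-8 calcium dye fluorescence, ex 470-495, em 515-575 nm | Measure: Percent activation from peak-to-basal fluorescence ratio, scaled between DMSO and carbachol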
zfTRPN1 agonist: activates the zebrafish TRPN1 channel | activation, % at 3 µM | AID 1424 | HEK293 zebrafish TRPN1-YFP, Fluo-8 calcium fluorescence; 100% = response to 87 µM carbachol | hit rate 0.18% among 220,000;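 active means activation above its plate's cutoff, the mean activation of test wells on that plate plus 3 SD, cut at about 19% in these data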;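 further: 0% = DMSO alone and 100% = 87 µM carbachol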
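Assay system: Zebrafish TRPN1-YFP in HEK293 cells | Incubation: Dye loading 1 h at 37 °C, then 30 min room temperature | Measured by: Kinetic Fluo-8 fluorescence, ex 470-495, em 515-575 nm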
TNF necrop inh: TNF-alpha cell death inhibition in Jurkat FADD-/- cells | hit rate 0.068% among 220,000 | activation (protection from cell death), % at 10 µM | Jurkat FADD-/- TNF necroptosis rescue, ATP luminescence, 24 h; 0 = TNF only, 100 = no-TNF cells;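 active means activation, meaning protection from cell death, of at least 50% relative to plate controls; inactive means activation below 50%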;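 further: necroptosis triggered by 40 ng/mL TNF-alpha added together with compound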
CHOP inhibitor: inhibitors of CHOP induction in ER stress response; CHO-K1 CHOP-promoter luciferase, tunicamycin-induced, 15-18 h; inhibition, % at 10 µM; hit rate 3.8% among 220,000;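 active means compounds that reduced the stress-induced luciferase reporter signal by more than about 70% of percent inhibition, limit read from the data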;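 further: 0% = tunicamycin plus vehicle and 100% = wells without tunicamycin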
Starred values were filed as active, the others as inactive; / = not tested or not shown. Compounds were not picked by outcome, and some 5.9% of all compounds hit somewhere here.

SMILES | MDM2 E3 inh | p47phox inh | EBV gp42 block | Runt-SMMHC FRET | PPC-1+TRAIL kill | TRPML3 ag | zfTRPN1 agonist | TNF necrop inh | CHOP inhibitor
COc1ccc(OCCSc2nc3nc(C)cc(C)n3n2)cc1 | -20 | -2 | -9 | 1 | 16 | 0.7 | -0.3 | 0.3 | -1
Cc1ccccc1OCc1nc2ccccc2[nH]1 | -30 | -8 | -17 | -3 | 27 | -0.7 | -0.5 | 3.2 | -28
c1ccc(CN(Cc2ccccc2)c2c3c(nc4ncnn24)CCC3)cc1 | -3 | -2 | -4 | -1 | 5 | -1.2 | -2.6 | 0.0 | 12
C=CCSC1=C(C#N)C(c2cc(Br)c(O)c(OC)c2)CC(=O)N1 (configuration not stated) | -26 | -7 | -5 | 3 | 28 | 0.4 | 1.5 | -0.8 | 42
Cc1ccc(NC(=O)c2ccc(Br)o2)cc1S(=O)(=O)N(C)C | -14 | -16 | -22 | 0 | 40 | 1.1 | 3.3 | 0.9 | -12
Cc1ccccc1S(=O)(=O)NCc1cccnc1 | 10 | -4 | -14 | 1 | 18 | 1.1 | 2.4 | 1.0 | -24
Cc1ccnc(NS(=O)(=O)c2ccc(NC(=O)C3CCCNC3=O)cc2)n1 (configuration not stated) | -3 | -13 | -14 | 0 | -12 | 0.7 | 0.7 | -3.8 | -10
CC(C1CC2CCC1C2)n1c(COc2ccccc2F)nnc1SCC(N)=O (configuration not stated) | -8 | 1 | -14 | -2 | -1 | 1.2 | 5.8 | -1.8 | -5
O=C(c1ccccc1)c1nnc(-c2ccncc2)o1 | -2 | -5 | -5 | -3 | 9 | 0.4 | -0.1 | -4.2 | 2
CC(C)C(O)C1CCN(Cc2nc(-c3cccs3)no2)CC1 (configuration not stated) | -16 | -12 | 2 | 0 | 6 | 1.7 | 2.3 | 1.4 | -29

As a short view, part of the list above:
SMILES | MDM2 E3 inh | p47phox inh | EBV gp42 block | Runt-SMMHC FRET | PPC-1+TRAIL kill | TRPML3 ag | zfTRPN1 agonist | TNF necrop inh | CHOP inhibitor
CC(C1CC2CCC1C2)n1c(COc2ccccc2F)nnc1SCC(N)=O (configuration not stated) | -8 | 1 | -14 | -2 | -1 | 1.2 | 5.8 | -1.8 | -5
O=C(c1ccccc1)c1nnc(-c2ccncc2)o1 | -2 | -5 | -5 | -3 | 9 | 0.4 | -0.1 | -4.2 | 2
CC(C)C(O)C1CCN(Cc2nc(-c3cccs3)no2)CC1 (configuration not stated) | -16 | -12 | 2 | 0 | 6 | 1.7 | 2.3 | 1.4 | -29

(more compounds)
SMILES | MDM2 E3 inh | p47phox inh | EBV gp42 block | Runt-SMMHC FRET | PPC-1+TRAIL kill | TRPML3 ag | zfTRPN1 agonist | TNF necrop inh | CHOP inhibitor
O=C(Nc1ccc(N2CCN(C(=O)c3cccs3)CC2)c(Cl)c1)c1cccnc1 | -7 | 0 | 4 | -3 | -4 | 2.0 | 7.3 | 4.0 | 43
O=C(Nc1ccccc1)N(Cc1cccnc1)Cc1ccco1 | -2 | -10 | -2 | -2 | 18 | -0.2 | 0.2 | -1.2 | -7
CCOC(=O)c1c(NC(=O)C(C)NCc2ccco2)sc2c1CCC(C)C2 (configuration not stated) | -1 | -11 | -6 | -8 | 7 | 0.0 | -4.2 | 4.0 | 73*
CN(C)/C=N/c1nc(-c2ccc3c(c2)OCO3)cs1 | -9 | -7 | -6 | 1 | 20 | 2.5 | 0.0 | -1.1 | -4
CC1CC(NC(=O)C2(C)CC2(Cl)Cl)CC(C)(C)C1 (configuration not stated) | -9 | -10 | -8 | 2 | -29 | 0.3 | -0.8 | 0.0 | 44
O=S(=O)(Cc1cc(Cl)nc(-c2ccncc2)n1)c1ccccc1 | -6 | 6 | 5 | -5 | 6 | 6.2 | -0.4 | -9.2 | -31
Cc1ccc(Cn2ncn(-c3ccccc3)c2=O)cc1 | -12 | -2 | -4 | 4 | 13 | 0.1 | -1.0 | 11 | -18
Cc1csc(NC(=O)[C@@H]2CCCN2C(=O)c2cccs2)n1 | -10 | -10 | -9 | -2 | 4 | 0.6 | 0.6 | 0.4 | 6
COc1cccc(C2C(C(=O)Nc3cccnc3)=C(C)Nc3nnnn32)c1OC (configuration not stated) | 1 | -1 | -5 | 0 | 10 | 0.7 | 2.3 | -0.4 | 9
O=C(NN1C(=O)c2ccccc2NC1c1ccco1)c1ccc(Br)cc1 (configuration not stated) | -9 | -6 | -5 | 0 | / | -0.1 | -1.6 | -1.2 | 4
COc1cccc(-c2nc(-c3ccc4c(c3)NC(=O)CO4)cs2)c1 | -13 | -15 | -14 | -5 | / | 0.0 | -0.2 | -3.3 | -36
COc1ccc(Oc2ccc(C(F)(F)F)cc2N)cc1 | -9 | -3 | -9 | 1 | 27 | -0.9 | -1.3 | -4.7 | -7
Cn1c(Cn2nnc3ccccc32)nnc1SCC(=O)Nc1nccs1 | -4 | -55 | 8 | 0 | -7 | 0.3 | 1.7 | 2.0 | 18
CCOC(=O)c1cccc(NC(=O)CSc2nnc(-c3ccoc3C)n2CC)c1 | -17 | -8 | 6 | -1 | 12 | -1.5 | -0.9 | 0.4 | 21
CCOc1ccc2oc(-c3ccccc3)c(C(=O)N(C)C)c2c1 | / | -5 | -14 | -4 | 25 | 0.5 | -1.4 | -0.7 | 10
COc1cccc(C(=O)Nc2cc(C)c3c(=O)oc4ccccc4c3n2)c1 | -6 | -12 | -22 | -1 | 22 | / | / | 6.1 | -13
COc1cccc(NC(=O)CSc2nncn2N)c1 | -13 | -13 | 1 | -4 | 2 | 0.7 | 1.2 | -2.7 | 14
Cc1nn(CC(=O)O)c(C)c1C | 14 | -3 | -23 | -8 | 16 | 0.6 | 0.8 | -2.1 | 41
Cc1cc(C)n(-c2cc(N3CCN(S(=O)(=O)c4ccc5ccccc5c4)CC3)ccc2[N+](=O)[O-])n1 | -11 | -7 | -1 | -5 | 37 | 0.2 | -0.5 | -5.4 | 51
NCC(=O)NCC(=O)OCc1ccccc1 | -25 | -1 | -17 | -1 | 21 | 0.9 | 1.9 | 0.1 | 6
COC(=O)c1ccc(-n2nnnc2SCC(=O)Nc2ccccc2OC)cc1 | / | -5 | -21 | -5 | -4 | 0.5 | -0.2 | 0.6 | 55
CCN(CC)c1ccc(/C=C2\C(=O)c3ccc(C(=O)O)cc3C2=O)cc1 | 79* | -216 | -80 | -100 | 15 | 23* | 69* | 0.1 | -38
CC(=O)c1ccc(NC(=S)N2CC(C)CC(C)C2)cc1 (configuration not stated) | -5 | -6 | -26 | -1 | 1 | 1.0 | 0.6 | -2.0 | -23
CC(NC(=O)Nc1ccc(Cl)c(Cl)c1)C(c1ccccc1)N1CCOCC1 (configuration not stated) | / | -4 | 18 | -1 | 10 | 0.0 | 0.5 | 3.6 | 17
COc1ccccc1N1CCN(C(=O)c2ccc3nc(-c4ccco4)c(-c4ccco4)nc3c2)CC1 | -4 | -8 | -5 | -43 | 0 | 0.0 | -1.0 | -0.8 | 20
Cc1ccccc1NP(=O)(c1ccccc1)c1nc2ccccc2s1 (configuration not stated) | -12 | -15 | 8 | -1 | 4 | -0.4 | -2.4 | 0.4 | 1
Cn1c(SCC(=O)N2CCOCC2)nnc1-c1cnccn1 | -8 | 3 | 3 | 0 | 16 | 0.4 | -0.2 | -0.4 | 10
Cn1cnc2cc(NCc3cccs3)ccc21 | -92 | 5 | -11 | 7 | -6 | -0.3 | 1.3 | 0.5 | -11
C/C(N=Nc1nc2ccccc2s1)=N\Nc1ccccc1O | -19 | 24 | -3 | -5 | -10 | -0.6 | -0.3 | -5.2 | 54
Cc1ccc(C)c2[nH]c(=O)c(CCNC(=O)c3ccco3)cc12 | -10 | 0 | -10 | 1 | 10 | -0.1 | 1.2 | 3.7 | 6
CCCOc1ccc(C(CC(=O)O)NC(=O)c2ccc3c(c2)OCO3)cc1 (configuration not stated) | -3 | 9 | 7 | -51 | 4 | 0.6 | 0.8 | 1.2 | 4
CCN(CC)c1ccc(/C=N/N2CCN(Cc3ccc(C)cc3C)CC2)c(O)c1 | 7 | -17 | -24 | 2 | -5 | 0.8 | -0.4 | 0.4 | 15
CCOC(=O)N/N=C/c1ccc(C)o1 | 6 | -18 | -8 | 3 | -3 | 0.7 | 1.1 | -1.8 | -8
CC(C)c1ccc(S(=O)(=O)/N=C2/C=CC(=O)c3ccccc32)cc1 | / | 9 | -2 | 2 | 10 | 0.8 | -1.1 | -5.1 | 16
CC(=O)c1ccc(N2CCN(C(=O)c3ccc(OCc4c(C)noc4C)cc3)CC2)cc1 | -3 | -12 | -13 | -1 | 18 | 1.1 | 3.2 | 0.9 | 11
O=C(CCc1ccc(S(=O)(=O)N2CCOCC2)cc1)N1CCN(Cc2ccc3c(c2)OCO3)CC1 | -11 | -14 | -3 | -2 | -14 | 1.9 | 2.1 | 0.5 | 37
O=C(O)CNC(=O)c1nc(-c2ccccc2)n(-c2ccccc2)n1 | -8 | 4 | -6 | -3 | 21 | 0.0 | 0.4 | 3.4 | 13
CS(=O)(=O)N1CCc2cc(S(=O)(=O)Nc3ccc4oc5c(c4c3)CCCC5)ccc21 | -19 | -7 | -9 | 0 | -5 | -0.1 | 3.3 | -1.3 | 12
CCN1C(=O)N(c2cccc3ccccc23)C(C)=CC1(C)C | -9 | -12 | -18 | 0 | 22 | -0.6 | -1.6 | -1.7 | 24
CCCCCCC(=O)N1C/C=C\C(c2ccc(OC)cc2)N(Cc2ccc(F)cc2)C(=O)[C@H]1Cc1ccccc1 (some centres not stated) | 21 | -5 | -17 | 1 | 32 | / | / | -2.4 | 50
CCOCC(=O)Nc1nnc(Cc2ccc(OC)cc2)s1 | -6 | -14 | -17 | -2 | 1 | 1.2 | 2.1 | 4.2 | 5
Cc1ccc(C(c2nnnn2CCc2ccccc2)N2CCC(C)CC2)cc1 (configuration not stated) | 9 | -11 | 3 | 4 | 16 | -0.7 | -0.7 | 0.2 | 45
N#Cc1ccc(C(=O)Nc2ccc([N+](=O)[O-])cc2)c(F)c1 | 7 | 1 | -23 | -1 | 14 | 1.3 | 2.4 | -1.1 | -3
C1=CCC(CN2CCN(C3CCCCCC3)CC2)CC1 (configuration not stated) | -62 | 5 | -23 | -23 | 22 | 0.3 | 0.0 | -0.3 | 5
CC1CC(C)CN(Cc2nc(N)nc(Nc3ccc4ccccc4c3)n2)C1 (configuration not stated) | -17 | -16 | -19 | 0 | 16 | -0.1 | -0.9 | -5.9 | 69
O=C(NC1CCCCC1)C1CCN(c2nccs2)CC1 | 1 | -7 | 11 | 3 | -3 | 0.6 | 0.3 | 1.2 | 33
CCOC(=O)N1CCN(C(=O)Nc2ccccc2Cl)CC1 | -8 | -6 | -17 | 4 | 17 | -0.2 | -0.3 | 1.3 | 10
Cc1c(O)cc2n(c1=O)-c1ccccc1C2(C)C | / | -8 | -11 | -5 | 19 | 0.2 | -0.6 | -0.8 | 10

Screening data as filed in PubChem BioAssay.
